Bioassay records as filed in PubChem BioAssay.
Giardia kill = Small Molecules that selectively kill Giardia lamblia: qHTS. Giardia lamblia trophozoite viability. activity change, % at 7.66 µM, hits read low. actives 0.15% (n = 340,000); in the data active = activity change below about -80%; inconclusive = between about -30% and that limit;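 also: parasites exposed to compound for two days anaerobically before the ATP read; % is scaled to controls: 0 for no effect and ±100 for the full control effect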
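Viability, read as ATP luminescence: trophozoites at 100 cells/well, compound added, 48 hrs anaerobic at 37 deg C, then 15-30 min room-temperature development before reading.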
ELG1 genotox = qHTS screen for small molecules that induce genotoxicity in human embryonic kidney (HEK293T) cells expressing luciferase-tagged ELG1; HEK293T ELG1-luciferase reporter, luminescence, 16 h; Potency, µM (doses to about 46 µM), inactives show at the top dose activity change, positive = activation, usual class: activators; actives 1.3% (n = 330,000); AID 504466, 2011; also: potency is read from the fitted curve at half-maximal effect; % of control where 0% means no effect; nearly all actives have a fitted effect of over 60% in size
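Screening used a luciferase reporter fused to human ELG1 in HEK293T cells. Luminescence was read on a CCD plate imager after 16 hr exposure and 30 min ONE-Glo incubation.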
uPA surface inh = qHTS for Inhibitors of Cell Surface uPA Generation. cell surface uPA generation assay, qHTS. Potency, µM (doses to about 38.3 µM), for the others: at the top dose activity change, negative = inhibition, actives largely listed as inhibitors. actives 0.31% (n = 330,000); active = well fitted inhibition curve with a large enough effect; inconclusive = small, poorly fitted or top-dose-only effect; inactive = no such curve, though single readings can be large or run the other way; tested in mouse RAW 264.7 cells; also: potency is read from the fitted curve at half-maximal effect; % is scaled to controls: 0 for no effect and ±100 for the full control effect; nearly all actives have a fitted effect of over 55% in size
RORg inh = qHTS for inhibitors of ROR gamma transcriptional activity; Drosophila S2 Gal4-RORgamma UAS-luciferase reporter, 20 h; Potency, µM (highest dose often 53.6 µM), without a hit: top-dose activity change, negative = inhibition, hits mostly inhibitors; actives 5.4% (n = 310,000); AID 2551, 2010; also: potency is read from the fitted curve at half-maximal effect; % is scaled to controls: 0 for no effect and ±100 for the full control effect; nearly all actives have a fitted effect of over 60% in size
Target sequence (P51450 whole entry, looked up, the tested form may be a part): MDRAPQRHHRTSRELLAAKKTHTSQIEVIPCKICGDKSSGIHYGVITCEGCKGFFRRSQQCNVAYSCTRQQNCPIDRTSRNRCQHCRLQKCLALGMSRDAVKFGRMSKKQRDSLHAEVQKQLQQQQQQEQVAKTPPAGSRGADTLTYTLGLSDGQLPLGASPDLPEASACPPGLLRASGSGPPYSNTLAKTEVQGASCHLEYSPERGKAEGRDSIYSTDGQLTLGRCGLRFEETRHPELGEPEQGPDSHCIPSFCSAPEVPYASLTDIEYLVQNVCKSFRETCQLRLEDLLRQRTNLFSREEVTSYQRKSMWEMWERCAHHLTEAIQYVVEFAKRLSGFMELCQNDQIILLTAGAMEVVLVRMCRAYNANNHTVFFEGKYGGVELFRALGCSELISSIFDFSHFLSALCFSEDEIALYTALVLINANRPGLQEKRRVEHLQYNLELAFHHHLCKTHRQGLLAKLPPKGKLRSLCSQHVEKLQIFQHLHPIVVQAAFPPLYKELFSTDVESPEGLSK
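Stably transfected Drosophila Schneider cells are the test system, with ROR gamma fused to Gal4 and luciferase under UAS control; luminescence is read after 20 hr of 700 uM copper sulfate induction at ambient temperature.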
Tb PFK inh = qHTS Assay to Find Inhibitors of T. brucei phosphofructokinase; T. brucei PFK, ADP-Glo luminescence; Potency, µM (highest dose often 57.5 µM), without a hit: at the highest dose activity, negative = inhibition, hits mostly inhibitors; actives 0.17% (n = 330,000);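 also: potency is read from the fitted curve at half-maximal effect; 0% = uninhibited 1x PFK enzyme wells and -100% = no-enzyme wells; nearly all actives have a fitted effect of over 60% in size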
Target sequence (O15648 whole entry, looked up): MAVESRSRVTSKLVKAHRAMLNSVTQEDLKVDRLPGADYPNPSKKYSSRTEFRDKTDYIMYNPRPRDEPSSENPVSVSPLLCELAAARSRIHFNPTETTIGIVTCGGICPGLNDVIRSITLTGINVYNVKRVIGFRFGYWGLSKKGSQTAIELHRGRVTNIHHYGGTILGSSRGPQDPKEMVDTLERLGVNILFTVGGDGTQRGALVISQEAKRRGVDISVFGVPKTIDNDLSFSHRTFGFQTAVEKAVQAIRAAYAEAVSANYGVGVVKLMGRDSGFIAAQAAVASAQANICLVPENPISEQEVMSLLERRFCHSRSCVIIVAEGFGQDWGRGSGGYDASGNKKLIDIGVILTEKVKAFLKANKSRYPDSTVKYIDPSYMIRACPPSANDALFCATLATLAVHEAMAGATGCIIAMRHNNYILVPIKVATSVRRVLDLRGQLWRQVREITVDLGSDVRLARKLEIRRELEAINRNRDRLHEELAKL
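1.25 nM PFK with 0.5 mM F6P and 0.1 mM ATP in 0.1 M TEA pH 8.0, 5 mM MgCl2, incubated 45 min at room temperature; ADP measured by ADP-Glo luminescence; compounds titrated up to 57 uM.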
KCNH2 3.1 block = qHTS for Inhibitors of KCHN2 3.1: Mutant qHTS; actives 0.95% (n = 340,000); activity change, % (tested at about 1.8 µM); Potassium voltage-gated channel subfamily H member 2, brain isoform KCNH2 3.1 (human); U2OS KCNH2 3.1, thallium flux FluxOr; active compounds read low;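 active = maximum activity change below -70%; inconclusive = maximum activity change from -70% to -50%; inactive = maximum activity change above -50%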;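 also: thallium influx rate constant from kinetic fluorescence after stimulation buffer; % is scaled to controls: 0 for no effect and ±100 for the full control effect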
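Measured as rate of thallium-driven FluxOr signal in transduced U2OS cells carrying the 3.1 channel, read kinetically for 2 min upon stimulation; values are rate constants scaled to DMSO control wells.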
Rab9 prom act = qHTS Assay for Rab9 Promoter Activators | Huh7 Rab9 promoter-luciferase reporter, luminescence, 24 h | Potency, µM (highest dose often 9.22 µM), inactives show at the top dose activation, negative = inhibition, most hits filed as activators | actives 2.8% (n = 320,000) | AID 485297, 2010; also: potency is read from the fitted curve at half-maximal effect; % of control where 0% means no effect; nearly all actives have a fitted effect of over 60% in size
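Using Huh7 cells stably transfected with Rab9 promoter–luciferase, compounds were incubated 24 h at 37 °C, 5% CO2; luciferase luminescence was read 10 min after reagent addition.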
VP16 counter = VP16 counterscreen qHTS for inhibitors of ROR gamma transcriptional activity | Drosophila S2 Gal4-VP16 UAS-luciferase, luminescence, 20 h | Potency, µM (doses to about 53.6 µM), inactives show at the top dose activity, negative = inhibition, usual class: inhibitors | actives 3.5% (n = 310,000) | AID 2546, 2010;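 also: Gal4-VP16 expression switched on by copper sulfate through the metallothionein promoter; potency is read from the fitted curve at half-maximal effect; % is scaled to controls: 0 for no effect and ±100 for the full control effect; nearly all actives have a fitted effect of over 50% in size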
FLuc modulator = qHTS profiling assay for firefly luciferase inhibitor/activator using purifed enzyme and Km concentrations of substrates (counterscreen for miR-21 project); Luciferin 4-monooxygenase (Photinus pyralis), P08659; purified FLuc, Km substrates, luminescence inhibition; Potency, µM (doses to about 57.5 µM), for inactives: top-dose activity change, negative = inhibition, actives largely listed as inhibitors; actives 6.9% (n = 360,000);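 also: potency is read from the fitted curve at half-maximal effect; plate controls were vehicle for no effect and reference inhibitor for full effect; nearly all actives have a fitted effect of over 55% in size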
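Purified P. pyralis luciferase (10nM final) with 10uM D-luciferin and 10uM ATP (Km levels) in 50mM Tris acetate pH 7.5, 10mM Mg acetate, 0.01% Tween-20, 0.05% BSA; qHTS 6-point titration, ~60 µM downward; luminescence read.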
NPC1 prom act = qHTS Assay for NPC1 Promoter Activators; Huh7 NPC1 promoter luciferase reporter, 24 h; Potency, µM (highest dose often 9.22 µM), inactives show at the highest dose activation, usual class: activators; actives 2.4% (n = 320,000);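 also: potency is read from the fitted curve at half-maximal effect; % of control where 0% means no effect; nearly all actives have a fitted effect of over 60% in size; reporter is driven by a mutant NPC1 promoter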
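Huh7 reporter cells (NPC1 promoter driving luciferase) are dosed with compound for 24 h at 37 °C, 5% CO2; luciferase detection reagent is then added and luminescence measured after 10 min at ambient temperature.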
Coupling enz = qHTS Assay for Inhibitors of Fructose-1,6-bisphosphate Aldolase from Giardia Lamblia: Coupling assay counterscreen; actives 0.67% (n = 290,000); activity change, negative = inhibition, % at 58.2 µM, hits read low; coupling enzyme system counterscreen, AmpLite Red fluorescence; in the data active = activity change below about -30%; also: % is scaled to controls: 0 for no effect and ±100 for the full control effect
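Counterscreen of the coupled detection system alone, without aldolase: glyceraldehyde-3-phosphate coupling enzymes plus AmpLite Red readout. Compounds at 57.5 uM final, 10 min RT preincubation, 20 min RT reaction, fluorescence 525/598 nm.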
* = called active by the depositor; ? = inconclusive; nt = not tested or not shown; [ ] = another dose, or the depositor's remark. Unless noted, calls follow the shape of the dose curve; as a rule, active = well fitted curve in the direction sought with a large enough effect; inconclusive = small, poorly fitted or top-dose-only effect, or another doubt; inactive = no such curve, though single readings can be large; an effect the other way counts as inactive or inconclusive.

SMILES	Giardia kill	ELG1 genotox	uPA surface inh	RORg inh	Tb PFK inh	KCNH2 3.1 block	Rab9 prom act	VP16 counter	FLuc modulator	NPC1 prom act	Coupling enz
COc1ccccc1-c1nnc(NC(=O)c2ccc(S(=O)(=O)N(C)CC3CCCO3)cc2)o1 (stereo not given)	14	-7%	?	0.71µM*	2%	0	0%	1µM*	1%	-3%	-2
CCN(CC)S(=O)(=O)c1cccc(C(=O)Nc2ccccc2C(=O)N2CCOCC2)c1	-18	-2%	2%	-2%	-17%	-1	6%	-3%	0%	4%	4
Cc1ccc(NC2=NC(c3ccc(O)cc3)n3c(nc(C)cc3=O)N2)cc1 (stereo not given)	6	12%	2%	-28%	1%	-29	2%	1%	0%	-2%	-3
Cc1ccc(NC(NC(=O)c2cccs2)C(Cl)(Cl)Cl)cc1 (stereo not given)	18	-6%	-11%	22%	0%	0	-1%	-5%	-2%	3%	-2
COc1cccc(CSc2nccn2C)c1	14	5%	-1%	nt	1%	-14	0%	nt	-2%	-1%	-4
CCC(C)Sc1nnc(CNS(=O)(=O)c2ccc(F)cc2)n1C (stereo not given)	6	-2%	-9%	27%	1%	-10	8%	-6%	0%	-4%	nt
Cc1cc(C2=NNC(=NC3CCCCC3)SC2)c(C)n1-c1c(C)n(C)n(-c2ccccc2)c1=O	15	0%	9%	-8%	0%	-1	-1%	-27%	-3%	-2%	6
Cc1cc(C(=O)COc2cccnc2[N+](=O)[O-])c(C)n1Cc1cccs1	-94*	?	-4%	9%	-2%	-14	2%	-3%	24µM*	-2%	-4
COc1cccc(N2CCN(S(=O)(=O)c3ccc4c(c3)NC(=O)CS4)CC2)c1	10	3%	1%	-9%	-5%	-4	1%	-8%	0%	-1%	nt
Cc1ccc(C)c(NC(=O)NNC(=O)c2ccc3ccccc3c2O)c1	-4	-4%	-3%	-19%	-1%	-20	-2%	-15%	-22%	1%	5
COc1cc(OC)c(NC(=O)c2ccc(Br)o2)cc1Cl	-18	-5%	-1%	4%	4%	-4	-5%	7%	-18%	15%	-6
CC(C)NC(=O)CSc1ncccc1-c1nc2ccccc2[nH]1	-15	9%	7%	25%	1%	16	7%	1%	?	-1%	0
O=C(NC1=NCCS1)NC12CC3CC(CC(C3)C1)C2	-7	4%	0%	-32%	-4%	12	-4%	3%	?	-3%	1
COC(=O)CSC1=C(C#N)C(=O)NC2(CCCCC2)S1	-16	5%	-1%	-7%	?	12	-5%	-3%	5%	2%	6
CCc1ccccc1NC(=O)CSC1=C(C#N)C(c2ccc3c(c2)OCO3)C2=C(CCCC2=O)N1 (stereo not given)	2	-10%	14%	25%	1%	-15	4%	7%	1%	0%	2
COc1ccc(NC(=O)CCc2nc(-c3ccc(C)cc3)no2)c(OC)c1	4	-5%	7%	-5%	-2%	2	-6%	-5%	9%	-1%	1
Cc1ccc(NC(=O)CNc2ccccc2CN(C)C2CCCCC2)cc1	35[activator]	-8%	-3%	-6%	-1%	35	-1%	-2%	-2%	-3%	3
CN(c1ccc(C(=O)NC2CCCC2)cc1)S(=O)(=O)c1ccccc1	-24	-2%	-8%	20%	2%	-3	-1%	-6%	1%	-1%	-6
COC(=O)Cn1c(O)c(N=NC(=O)c2ccc3c(c2)OCO3)c2ccccc21	-8	9%	-1%	-3%	1%	12	30%	-7%	0.95µM*	?	1
S=c1sc(SCCOc2ccccc2)nn1-c1ccccc1	-18	-2%	-2%	-15%	3%	0	-2%	18%	2%	-2%	0

Brought forward from above: 2 entries, followed by the next part.
SMILES	Giardia kill	ELG1 genotox	uPA surface inh	RORg inh	Tb PFK inh	KCNH2 3.1 block	Rab9 prom act	VP16 counter	FLuc modulator	NPC1 prom act	Coupling enz
COC(=O)Cn1c(O)c(N=NC(=O)c2ccc3c(c2)OCO3)c2ccccc21	-8	9%	-1%	-3%	1%	12	30%	-7%	0.95µM*	?	1
S=c1sc(SCCOc2ccccc2)nn1-c1ccccc1	-18	-2%	-2%	-15%	3%	0	-2%	18%	2%	-2%	0
Cc1nn(-c2ccccc2)c(Cl)c1C(=O)OCC(=O)NCCc1ccc(S(N)(=O)=O)cc1	-9	-4%	7%	nt	0%	7	10%	nt	1%	-2%	nt
COCCNC(=O)/C(C#N)=C/c1ccc(C)o1	5	5%	-3%	0%	0%	21	-1%	18%	-1%	1%	0
CCn1c(Cc2cccn2C)nnc1SCC(=O)c1ccc(C)cc1	30[activator]	0%	-2%	-3%	2%	-5	26%	6%	?	2%	0
CSc1c(CC(=O)Nc2ccccc2C(F)(F)F)n(Cc2ccccc2)c2ccccc12	3	4%	-3%	?	0%	-9	-8%	?	0%	-3%	0
CCN1CCN(CC(=O)Nc2ccc(Cl)c(S(=O)(=O)N(C)C)c2)CC1	-2	2%	7%	?	-18%	-3	-8%	?	-1%	-1%	-4
Cc1ccc(S(=O)(=O)CCc2nc3ccccc3[nH]2)cc1	-12	-1%	-4%	0%	-2%	-1	0%	-17%	2%	-3%	0
CCC(C)Sc1ccc([C@H]2N[C@@](C)(C(=O)OC)[C@H]3C(=O)N(C)C(=O)[C@@H]23)cc1OC (stereo not given in full)	21	-1%	5%	nt	1%	13	-2%	nt	-2%	-6%	nt
O=C(c1cccnc1)N1CCN(S(=O)(=O)c2ccc(S(=O)(=O)N3CCCC3)cc2)CC1	13	3%	9%	-1%	-3%	-2	-2%	-6%	4%	0%	1
CCOC(=O)CSc1nnc(COc2cccc(C)c2)o1	-7	0%	4%	-10%	-1%	-5	1%	-15%	-8%	-2%	1
COc1cccc(-c2cc(C(=O)NCCN3CCOCC3)no2)c1	2	4%	nt	41%	-2%	-10	2%	15%	0%	0%	-1
CC(=O)c1c(C)[nH]c(C(=O)N2CCc3ccccc3C2)c1C	0	?	-6%	?	-2%	-1	-2%	1%	-1%	0%	-3
CC(C)(CNC(=O)c1cccs1)CNC(=O)c1cccs1	-3	-1%	7%	34%	0%	2	-9%	10%	-2%	-8%	3
COc1ccc(S(=O)(=O)N2CCC(C(=O)NCCc3ccccc3)CC2)cc1	-11	0%	9%	-8%	-4%	6	-2%	6%	3%	0%	3
O=C(CN(C(=O)c1cccc([N+](=O)[O-])c1)C1CCCCC1)Nc1ccc(Cl)c([N+](=O)[O-])c1	-12	-7%	9%	?	-5%	-22	0%	-5%	-3%	-1%	-3
CCCC1=NN(C(=O)CCc2ccccc2O)C(O)(C(F)(F)F)C1 (stereo not given)	-14	0%	-1%	?	9%	6	0%	?	3%	-1%	1
Nc1ccc(N2CCCCC2)cc1N1CCCCC1	2	-11%	-15%	-6%	-2%	0	-3%	-28%	0%	1%	-7
O=C(NCc1ccccc1)C1CCCN(S(=O)(=O)c2cccs2)C1 (stereo not given)	-10	-4%	4%	27%	-1%	9	-2%	4%	0%	-1%	1
Cc1ccc(C)c(NC(=O)CSc2nncn2C)c1	-7	0%	-5%	-23%	-2%	7	-3%	-2%	-1%	-2%	1
COc1ccc(Cl)cc1CNCCCSc1ncccn1	0	-4%	-3%	5%	3%	-3	-1%	4%	2%	-1%	1
O=C(CCc1ccccc1)Nc1nc2n(n1)C(c1ccc(Cl)cc1)CC(=O)N2 (stereo not given)	-13	-2%	-8%	17%	-1%	-21	-3%	3%	1%	-2%	4
COCCn1c(=S)[nH]c2ccc(N(C)C)cc2c1=O	5	2%	-3%	16µM*	-1%	-10	-8%	?	2%	-4%	-23
CNC(=O)COC(=O)c1cc(-c2ccco2)nc2ccccc12	22	-3%	12%	-24%	-21%	-11	-1%	0%	?	-6%	-4
COc1ccccc1OCc1nc(C#N)c(NCc2ccco2)o1	4	0%	2%	0%	-6%	-8	3%	22%	0%	4%	0
CCCc1nc(SCC(=O)c2ccc(OC)cc2)c2c(=O)n(C)c(=O)n(C)c2n1	nt	-8%	nt	2%	1%	nt	-4%	1%	0%	-2%	1
CC1CC(C)CN(C(=S)Nc2ccc3nc4n(c(=O)c3c2)CCCCC4)C1 (stereo not given)	14	-4%	-3%	?	-2%	-11	-4%	?	-5%	-2%	6
CC(C)Cn1c(-c2cccc(S(=O)(=O)N3CCOCC3)c2)n[nH]c1=S	-2	1%	-6%	nt	0%	8	nt	nt	nt	nt	nt
